Screens (PubChem BioAssay)
LYPLA1 counter: LYPLA1 (human) inhibition in PME1 counter-screen; O75608; recombinant LYPLA1, FP-Rh probe fluorescence polarization; inhibition, % at 5.9 µM; 320,000 compounds, 0.16% hits; AID 2174;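 active = inhibition above the mean of all tested compounds plus 3 SD, set per campaign, cut at about 14% in these data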;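 note: inhibitors block serine hydrolase probe labeling of LYPLA1 so polarization falls; 0% = enzyme with DMSO and 100% = wells lacking LYPLA1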
PAD4 FP inh: PAD4 (human) enzyme inhibition. Q9UM07. recombinant PAD4, RCA probe fluorescence polarization. inhibition, % at 6.36 µM. 330,000 compounds, 0.41% hits. AID 485272;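 active = percent inhibition above a cutoff equal to the mean of all tested compounds plus 3 SD, cut at about 15% in these data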;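 note: 0% = PAD4 with RCA probe and DMSO and 100% = probe without PAD4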
LYPLA2 inh: counter-screen for PME1 inhibitors: inhibitors of human LYPLA2; O95372; 320,000 compounds, 0.38% hits; recombinant LYPLA2, FP-Rh probe fluorescence polarization; inhibition, % at 5.9 µM;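 active = inhibition above the screen-wide mean plus 3 SD, limit set per campaign, cut at about 26% in these data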;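 note: 0% = LYPLA2 with DMSO and 100% = wells lacking LYPLA2 enzyme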
Target sequence (O95372 whole entry, looked up): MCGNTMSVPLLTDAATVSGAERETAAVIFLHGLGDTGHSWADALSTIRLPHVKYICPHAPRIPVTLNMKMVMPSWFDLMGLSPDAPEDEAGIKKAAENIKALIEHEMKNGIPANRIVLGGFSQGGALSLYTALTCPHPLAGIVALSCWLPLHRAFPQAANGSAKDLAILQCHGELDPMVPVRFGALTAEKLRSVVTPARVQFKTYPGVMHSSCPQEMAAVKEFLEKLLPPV
PREPL inhibitor: inhibitors of human prolyl oligopeptidase-like enzyme PREPL; recombinant PREPL, fluorescence polarization activity-based probe; 320,000 compounds, 0.68% hits; Q4J6C6; inhibition, % at 5.96 µM; in the data active = inhibition above about 43%;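 note: 0% = enzyme with DMSO and 100% = wells lacking enzyme; many of its hits are not listed in these tables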
PAFAH1B3 inh: blocks human PAF acetylhydrolase 1B catalytic subunit 3; recombinant PAFAH1B3, FP-rhodamine probe, fluorescence polarization; inhibition, % at 3.39 µM; AID 492972; Q15102; 340,000 compounds, 0.28% hits;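 active = inhibition above the screen-wide average of all tested compounds plus 3 SD, cut at about 25% in these data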;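 note: 0% = enzyme with DMSO only and 100% = wells lacking PAFAH1B3 protein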
Target sequence (Q15102 whole entry, looked up): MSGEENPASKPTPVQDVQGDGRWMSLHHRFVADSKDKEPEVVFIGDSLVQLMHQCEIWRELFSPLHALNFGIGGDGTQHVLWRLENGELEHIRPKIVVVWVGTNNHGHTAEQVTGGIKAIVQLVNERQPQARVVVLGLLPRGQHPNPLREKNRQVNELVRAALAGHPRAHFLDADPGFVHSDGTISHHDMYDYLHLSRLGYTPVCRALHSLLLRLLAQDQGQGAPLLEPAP
GSTO1 counter: blocks human GSTO1 in RBBP9 counter-screen. inhibition, % at 5.96 µM. 300,000 compounds, 1.1% hits. recombinant GSTO1, activity-based probe fluorescence polarization. P78417;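 active = inhibition above the campaign mean inhibition plus 3 SD, cut at about 35% in these data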;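 note: 0% = GSTO1-1 with DMSO and 100% = wells lacking GSTO1-1 enzyme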
Target sequence (P78417 whole entry, looked up): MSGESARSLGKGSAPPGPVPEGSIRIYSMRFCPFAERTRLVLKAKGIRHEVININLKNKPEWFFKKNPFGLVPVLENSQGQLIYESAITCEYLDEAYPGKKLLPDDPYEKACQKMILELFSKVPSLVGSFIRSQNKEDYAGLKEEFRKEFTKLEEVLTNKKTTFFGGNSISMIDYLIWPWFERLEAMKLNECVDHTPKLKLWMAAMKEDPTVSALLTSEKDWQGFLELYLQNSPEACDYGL
PAFAH1B2 FP inh: inhibitors of human PAFAH1B2 | recombinant PAFAH1B2, FP-rhodamine activity probe, fluorescence polarization | inhibition, % at 3.39 µM | 340,000 compounds, 1.2% hits | AID 492953;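 active = inhibition above the mean of all tested compounds plus 3 SD, cut at about 24% in these data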;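 note: 0% = enzyme with DMSO and 100% = wells lacking PAFAH1B2; many of its hits are not listed in these tables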
Target sequence (P68402 whole entry, looked up): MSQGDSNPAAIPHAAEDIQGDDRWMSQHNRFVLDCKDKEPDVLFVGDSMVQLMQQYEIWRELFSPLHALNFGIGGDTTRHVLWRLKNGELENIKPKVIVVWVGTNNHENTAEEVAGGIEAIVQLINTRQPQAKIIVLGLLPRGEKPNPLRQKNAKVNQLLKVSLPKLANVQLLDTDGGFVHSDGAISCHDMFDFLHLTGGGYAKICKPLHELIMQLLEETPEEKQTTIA
pPAFAH inh: inhibitors of human plasma PAF acetylhydrolase (pPAFAH). Q13093. recombinant pPAFAH, FP-rhodamine probe fluorescence polarization. inhibition, % at 3.39 µM. 330,000 compounds, 1.5% hits. AID 463082;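 active = inhibition above the mean inhibition across the screen plus 3 SD, cut at about 25% in these data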;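 note: inhibitors block binding of the rhodamine activity-based probe so polarization drops; 0% = enzyme with DMSO and 100% = wells lacking pPAFAH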
PAFAH2 FP inh: inhibitors of human PAFAH2. Q99487. recombinant PAFAH2, FP-rhodamine activity probe, fluorescence polarization. inhibition, % at 3.39 µM. 340,000 compounds, 0.99% hits. AID 492956;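 active = inhibition above the mean over all tested compounds plus 3 SD, cut at about 30% in these data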;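 note: inhibitors block probe labeling of enzyme so polarization drops; 0% = enzyme with DMSO and 100% = wells lacking PAFAH2 protein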
* marks the source's active call; other numbers are inactive results; nt = not tested or not shown.

SMILES | LYPLA1 counter | PAD4 FP inh | LYPLA2 inh | PREPL inhibitor | PAFAH1B3 inh | GSTO1 counter | PAFAH1B2 FP inh | pPAFAH inh | PAFAH2 FP inh
Cc1nc2ccccn2c1C(=O)NCC(C)C | -5 | 4 | -3 | 13 | 0 | 6 | 0 | 5 | -2
O=C1/C(=C/c2ccc(F)cc2)Oc2cc(OC(=O)N3CCOCC3)ccc21 | 0 | 1 | -3 | 7 | 6 | -3 | 4 | 9 | 12
CC(=O)c1ccc(OCC(=O)N(C)CC(=O)Nc2ccc(N3CCOCC3)cc2)cc1 | 6 | 1 | 7 | 17 | -1 | nt | 3 | 5 | -7
COc1ccc(/C=C2\C(=O)c3ccccc3OC2c2ccccc2)cc1 (centres undefined) | -3 | -3 | -1 | -6 | -3 | -26 | -4 | 11 | -2
c1ccc2c(c1)CCN(c1ncnc3c1[nH]c1ccccc13)C2 | 0 | -5 | -10 | 41 | 12 | -1 | 5 | 6 | 2
O=C1CSC(c2ccccn2)N1c1ccc(Cl)c(Cl)c1 (centres undefined) | -4 | 2 | 0 | 8 | 0 | 10 | 4 | 2 | 2
COc1ccccc1OCC(=O)Nc1ccc(C(N)=O)cc1 | -4 | -1 | 5 | -8 | 0 | -3 | 4 | 0 | 5
NNC(=O)c1cnn(-c2ccccc2)c1C(F)(F)F | -2 | -1 | 1 | 6 | 1 | 2 | 2 | 3 | -2
COc1cccc(N2CCN(C(=O)CCNS(=O)(=O)c3ccc(F)c(F)c3)CC2)c1 | nt | -2 | nt | 37 | 2 | nt | -1 | 29* | 5
O=C(Nc1ccc(-c2cn3c(n2)SCC3)cc1)c1ccc2c(c1)OCO2 | -4 | 2 | 1 | 14 | -8 | -3 | -7 | 7 | -16
Cc1cc(NS(=O)(=O)c2ccc(NC(=O)Cc3cccs3)cc2)no1 | 0 | 0 | 6 | 5 | -3 | -7 | 6 | 7 | 6
O=C(CN(Cc1ccccc1F)C(=O)c1ccco1)NCc1ccc(F)cc1 | -5 | 0 | 2 | 1 | -2 | -6 | 6 | 7 | 6
COc1cc(/C=N/N=C(/N)c2nonc2N)cc(Br)c1OCc1cccc(C)c1 | -11 | 2 | -43 | -20 | -2 | -19 | 1 | -15 | -22
O=C(c1cccc([N+](=O)[O-])c1)N1CCN(C/C=C/c2ccccc2)CC1 | 7 | 0 | 14 | 41 | -2 | 5 | 7 | 2 | -2
CN1N=C(C(=O)N2CCCC(N3CCN(c4ccc(F)cc4)CC3)C2)CCC1=O (centres undefined) | 2 | -2 | 8 | 5 | 7 | -2 | 0 | 3 | 2
C=CCN(CC=C)C(=O)c1ccc(OC2CCN(S(=O)(=O)N(C)C)CC2)cc1 | 1 | 0 | -5 | 8 | 11 | -7 | 6 | -3 | -1
CCOC(=O)c1cc(-c2ccccc2)sc1NC(=O)C(C)OC(=O)c1ccncc1 (centres undefined) | -3 | 3 | 7 | -4 | 5 | 3 | -1 | 2 | -3
O=C(/C=C/c1ccc([N+](=O)[O-])cc1)NCC1CCCO1 (centres undefined) | 4 | -4 | 0 | 14 | 8 | -4 | 4 | -3 | -8
COc1cc(C2NC(=O)NC(O)(C(F)(F)F)C2C(C)=O)cc(OC)c1OC (centres undefined) | -2 | -3 | 3 | -4 | 5 | 5 | 1 | -2 | -10
CCOC(=O)N1CCN(C(=O)c2ccc(CS(=O)(=O)c3ccccc3OC)o2)CC1 | 11 | 0 | 3 | 0 | 10 | 3 | 5 | 5 | 3

pPAFAH inh: entries above that show a hit
| mol | PAD4 FP inh | PREPL inhibitor | PAFAH1B3 inh | PAFAH1B2 FP inh | pPAFAH inh | PAFAH2 FP inh |
| --- | --- | --- | --- | --- | --- | --- |
| COc1cccc(N2CCN(C(=O)CCNS(=O)(=O)c3ccc(F)c(F)c3)CC2)c1 | -2 | 37 | 2 | -1 | 29* | 5 |

Next part
SMILES | LYPLA1 counter | PAD4 FP inh | LYPLA2 inh | PREPL inhibitor | PAFAH1B3 inh | GSTO1 counter | PAFAH1B2 FP inh | pPAFAH inh | PAFAH2 FP inh
Cc1ccc(S(=O)(=O)N2CCN(C(=O)CN3CCCCC3)C2C(C)C)cc1 (centres undefined) | 2 | 2 | 11 | 6 | 3 | 2 | 1 | 8 | 0
Cc1ccc(F)cc1NC(=O)C1CC(=O)N(CCc2ccccc2)C1 (centres undefined) | -3 | 3 | -3 | 5 | 3 | 8 | 3 | 0 | -4
CC(C)c1ccc(Nc2nc(NCc3ccco3)nc(N3CCOCC3)n2)cc1 | -3 | 3 | -5 | 13 | 6 | 0 | -1 | 9 | 2
O=C(c1cccs1)N1CCCC(c2ccccc2)C1 (centres undefined) | 4 | -1 | 0 | -1 | 5 | 1 | 8 | 10 | 0
O=C(N/C(=C\c1cccc([N+](=O)[O-])c1)C(=O)N1CCOCC1)c1ccco1 | -2 | -1 | 4 | 5 | -3 | -6 | 1 | 4 | -2
Cc1nnc(SCC(=O)N2CCN(C(=O)c3ccco3)CC2)n1-c1ccccc1 | -2 | -2 | 0 | -3 | 0 | -2 | 0 | 4 | 3
Cc1cccc(NC(=O)c2cccc(S(=O)(=O)N(C)c3ccccc3)c2)n1 | 0 | 1 | 7 | 4 | 10 | nt | 2 | 1 | 6
Nc1nc(NCc2ccco2)nc(Nc2ccccc2)c1[N+](=O)[O-] | -2 | -5 | -2 | -11 | -4 | 10 | -4 | -5 | -3
COc1ccc(CCNC(=O)c2cc3c(=O)n4ccccc4nc3n(C3CCCCC3)c2=N)cc1OC | -4 | 3 | -9 | 19 | 0 | -1 | 1 | 5 | 6
O=C(COC(=O)c1cc(S(=O)(=O)N2CCOCC2)c(Cl)cc1Cl)c1ccc[nH]1 | -1 | 5 | 2 | 19 | 0 | nt | 0 | 1 | 7
O=C(CN1C(=O)CC(c2ccccc2)S(=O)(=O)c2ccccc21)N1CCOCC1 (centres undefined) | 3 | -5 | 4 | 0 | nt | -7 | nt | -3 | nt
Cc1ccc(S(=O)(=O)N2CCCCC2)cc1NC(=O)COC(=O)c1cc[n+]([O-])cc1 | -5 | -5 | -9 | 2 | 12 | 3 | 3 | -1 | -1
O=C(CSc1n[nH]c(-c2ccco2)n1)Nc1ccc(Br)cc1 | -6 | -3 | 0 | -15 | 3 | 0 | 1 | 3 | 6
O=C(NCCN1CCN(C(=O)c2cccs2)CC1)c1cccs1 | 0 | 4 | 4 | 10 | 3 | 1 | -2 | 7 | 9
COCCSc1nnc(NC(=O)COc2ccc3c(c2)OCO3)s1 | 2 | -1 | 0 | 4 | -2 | 3 | 1 | 5 | 5
CCOC(=O)N1CCC(NC(=O)c2ccc3snnc3c2)CC1 | -3 | 1 | 4 | 4 | 9 | -3 | -4 | 2 | 0
COC(=O)[C@]1(CC(C)C)N[C@H](c2ccc(-c3cccc(Cl)c3)cc2)[C@@H]2C(=O)N(C)C(=O)[C@@H]21 | -5 | 0 | -2 | 4 | 3 | -9 | 0 | 7 | -4
O=C(NC1CCCCC1)N1CCCc2ccccc21 | -1 | -6 | 2 | 1 | 8 | -4 | 3 | 3 | 4
COc1ccc(CCNC(=O)C23CN(Cc4ccccc4)CC2C(c2ccc([N+](=O)[O-])cc2)=NO3)cc1 (centres undefined) | 2 | -2 | 7 | 12 | 3 | 4 | 3 | 9 | 5
CC(=O)Nc1ccc(S(=O)(=O)NC2CC(=O)N(c3cccc(F)c3)C2)cc1 (centres undefined) | 4 | 0 | 4 | -2 | 7 | 18 | 6 | 5 | 1

Single values from above.
Value for CCOC(=O)N1CCC(NC(=O)c2ccc3snnc3c2)CC1 under LYPLA1 counter: -3
Value for O=C(CSc1n[nH]c(-c2ccco2)n1)Nc1ccc(Br)cc1 under GSTO1 counter: 0
Value for COc1ccc(CCNC(=O)c2cc3c(=O)n4ccccc4nc3n(C3CCCCC3)c2=N)cc1OC under pPAFAH inh: 5
Value for O=C(CN1C(=O)CC(c2ccccc2)S(=O)(=O)c2ccccc21)N1CCOCC1 (centres undefined) under pPAFAH inh: -3
Value for Cc1cccc(NC(=O)c2cccc(S(=O)(=O)N(C)c3ccccc3)c2)n1 under LYPLA2 inh: 7
Value for Nc1nc(NCc2ccco2)nc(Nc2ccccc2)c1[N+](=O)[O-] under PAFAH2 FP inh: -3
Value for COC(=O)[C@]1(CC(C)C)N[C@H](c2ccc(-c3cccc(Cl)c3)cc2)[C@@H]2C(=O)N(C)C(=O)[C@@H]21 under PAFAH1B2 FP inh: 0

(continued)
SMILES | LYPLA1 counter | PAD4 FP inh | LYPLA2 inh | PREPL inhibitor | PAFAH1B3 inh | GSTO1 counter | PAFAH1B2 FP inh | pPAFAH inh | PAFAH2 FP inh
O=C(Cn1ccc(NC(=O)OCc2ccccc2)nc1=O)NCc1ccc2c(c1)OCO2 | 1 | -5 | -3 | -22 | 6 | nt | 2 | 3 | 9
CCn1c(=O)c([N+](=O)[O-])c(NCc2ccc3c(c2)OCO3)c2ccccc21 | 5 | -4 | 11 | 2 | 8 | -7 | 3 | 0 | 8
CC(C(=O)Nc1ccccc1)N(C)Cc1cccs1 (centres undefined) | 0 | -1 | -2 | 0 | 17 | 3 | 7 | 7 | 11
COc1cc(C(=O)N2CCN(c3ccccn3)CC2)cc(OC)c1OC | 1 | 1 | -2 | 2 | 12 | 0 | 4 | 0 | 2
CCOC(=O)CCP(=O)(O)C(O)c1ccc(OC)cc1 (centres undefined) | -4 | -2 | -4 | 5 | 2 | 7 | 0 | -4 | -4
CC(=O)Nc1ccc(S(=O)(=O)N(C)CC(=O)OCC(=O)N(C)c2ccccc2)cc1 | -1 | -2 | 5 | 20 | 6 | 1 | 11 | -1 | 0
Cc1ccc(C)c(-n2[nH]c3c4c(ccc3c2=O)C(=O)c2ccccc2C4=O)c1 | 0 | -3 | 7 | 6 | 6 | 16 | 3 | 3 | 14
COc1ccc(C2=NS(=O)(=O)N(C)C(C(=O)N3CCCCC3)=C2)cc1 | 2 | -2 | -2 | 7 | 0 | 3 | -2 | 10 | 1
O=C(NC(=S)Nc1nc(-c2ccccc2)cs1)c1cccs1 | -5 | 2 | 0 | 5 | 5 | -5 | 1 | 0 | 4
Cc1ccccc1Oc1cccc(C(=O)/C(C#N)=C/N(C)C)c1 | -2 | 0 | 1 | -7 | 4 | -15 | 17 | 10 | 3
O=C(CSc1nnc(-c2ccc(O)cc2)n1Cc1ccccc1)NNC(=O)c1ccc(Br)cc1 | -1 | -2 | 2 | -2 | 2 | -1 | 15 | 5 | 1
O=C(Nc1cccc(F)c1)N1C2CCC1CC(O)(c1cccnc1)C2 (centres undefined) | -1 | 2 | -5 | 16 | 3 | 16 | 8 | 4 | 11

One compound at a time, from the list above:
O=C(CSc1nnc(-c2ccc(O)cc2)n1Cc1ccccc1)NNC(=O)c1ccc(Br)cc1 is listed with LYPLA1 counter = -1; PAD4 FP inh = -2; LYPLA2 inh = 2; PREPL inhibitor = -2; PAFAH1B3 inh = 2; GSTO1 counter = -1; PAFAH1B2 FP inh = 15; pPAFAH inh = 5; PAFAH2 FP inh = 1
CCn1c(=O)c([N+](=O)[O-])c(NCc2ccc3c(c2)OCO3)c2ccccc21 is listed with LYPLA1 counter = 5; PAD4 FP inh = -4; LYPLA2 inh = 11; PREPL inhibitor = 2; PAFAH1B3 inh = 8; GSTO1 counter = -7; PAFAH1B2 FP inh = 3; pPAFAH inh = 0; PAFAH2 FP inh = 8

Not all compounds are listed; the hit share may differ from the screen's.
